Source: PubChem BioAssay
PLK1 PBD block: inhibitors of human PLK1 polo-box domain binding; Plk1 PBD binding of FITC phosphopeptide, fluorescence polarization; Potency, µM, for the others: max response, negative = inhibition, hits mostly inhibitors; hit rate 2.8% among 360,000; further: potency means the concentration at half of the fitted maximal effect; series mostly up to about 57 µM; on the % scale 0 is the no-effect control and ±100 the full control effect; nearly all actives have a fitted effect of over 65% in size
Target sequence (P53350 whole entry, looked up, the tested form may be a part): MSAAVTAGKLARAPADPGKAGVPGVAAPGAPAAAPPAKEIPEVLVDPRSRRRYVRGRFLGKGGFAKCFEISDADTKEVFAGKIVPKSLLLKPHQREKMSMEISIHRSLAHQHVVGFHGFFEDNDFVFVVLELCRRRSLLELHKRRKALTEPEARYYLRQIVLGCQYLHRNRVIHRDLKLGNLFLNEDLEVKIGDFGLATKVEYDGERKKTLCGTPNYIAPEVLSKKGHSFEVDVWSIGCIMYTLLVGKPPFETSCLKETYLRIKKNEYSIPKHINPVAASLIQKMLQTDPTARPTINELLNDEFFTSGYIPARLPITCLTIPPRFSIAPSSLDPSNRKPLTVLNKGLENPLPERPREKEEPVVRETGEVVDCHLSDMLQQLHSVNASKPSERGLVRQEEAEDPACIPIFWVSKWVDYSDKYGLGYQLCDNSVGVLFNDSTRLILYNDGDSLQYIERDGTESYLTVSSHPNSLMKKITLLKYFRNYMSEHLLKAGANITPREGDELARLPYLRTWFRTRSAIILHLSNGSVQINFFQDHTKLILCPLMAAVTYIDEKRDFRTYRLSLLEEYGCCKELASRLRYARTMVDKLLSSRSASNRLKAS
EPAC1 agonist: agonists of human EPAC1; O95398; EPAC1 agonist qHTS, biochemical assay; response scale: 100% = response to 6.5 mM cAMP; Potency, µM (highest dose often 154 µM), without a hit: top-dose activation, actives largely listed as activators; hit rate 0.073% among 360,000; further: potency means the concentration at half of the fitted maximal effect; nearly all actives have a fitted effect of over 60% in size
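Fluorescent GDP-exchange assay: 100 nM EPAC1 with 250 nM Rap1B preloaded with BODIPY-GDP and 50 uM GDP; compounds tested as concentration series, 5 min at room temperature, then read every 5 min for 30 min (ex 480/em 540 nm); normalized to 6.5 mM cAMP.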
GLP-1R agonist: activates the human GLP-1 receptor; hit rate 0.007% among 380,000; P43220; Potency, µM (series often up to 45.6 µM), without a hit: at the top dose activation, actives largely listed as activators; HEK293 GLP-1R CRE-luciferase, luminescence, 4-6 h; cells express a hypersensitive GLP-1R form; AID 624172; further: potency means the concentration at half of the fitted maximal effect; % of control where 0% means no effect
Target sequence (P43220 whole entry, looked up): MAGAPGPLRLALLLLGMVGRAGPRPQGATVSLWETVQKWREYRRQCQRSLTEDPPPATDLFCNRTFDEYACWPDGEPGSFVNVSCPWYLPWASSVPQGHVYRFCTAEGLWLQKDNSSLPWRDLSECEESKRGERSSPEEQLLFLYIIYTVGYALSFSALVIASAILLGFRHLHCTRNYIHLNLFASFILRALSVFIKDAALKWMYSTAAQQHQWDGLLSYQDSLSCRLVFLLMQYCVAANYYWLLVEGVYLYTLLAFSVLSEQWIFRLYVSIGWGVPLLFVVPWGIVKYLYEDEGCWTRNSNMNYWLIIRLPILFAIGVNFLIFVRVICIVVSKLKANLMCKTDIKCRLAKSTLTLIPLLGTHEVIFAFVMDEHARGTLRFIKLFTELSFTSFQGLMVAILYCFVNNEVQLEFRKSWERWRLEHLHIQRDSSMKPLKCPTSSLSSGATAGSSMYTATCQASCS
PI5P4Ka inh: inhibitors of human PI5P4K alpha | PI5P4Kalpha enzyme, ADP-Glo luminescence, 60 min; stronger effect = lower value | hit rate 1.2% among 330,000 | max response, % | AID 652105 | P48426; active means max response of -50% or lower; inconclusive means between -30% and -50%; inactive means -30% or higher; further: value at the top dose of about 77 µM; on the % scale 0 is the no-effect control and ±100 the full control effect
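Human PI5P4Kalpha with substrate in 0.038 M HEPES pH 7.4, 0.28 mM EGTA, 0.1% CHAPS, 5% DMSO; reaction started with 5 microM ATP (final), 60 min at room temperature. ADP formed read by ADP-Glo luminescence.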
IL2 activator: activators of IL-2; IL-2 activation reporter assay, cell-based qHTS; stimulated with anti-CD3/CD4/CD28 beads; in transgenic mouse T cells; activation, % (series mostly up to about 46 µM); hit rate 0.065% among 360,000; AID 652025; in the data active means activation above about 50%; inconclusive means mostly about 30% to 49%; further: 0% is about no effect
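First, unstimulated transgenic mouse T cells were exposed to compound for 60 min. Next, anti-CD3/anti-CD4-coated beads with anti-CD28 were added. Finally, after 18 h at 37 degrees C, EGFP and DsRed were imaged.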
GLP1R inv ag: GLP-1 receptor (human) inverse agonism | HEK293 GLP-1R CRE-luciferase, luminescence, 24 h; GLP-1R form is constitutively active | hit rate 1.6% among 410,000 | P43220 | Potency, µM (highest dose often 38.3 µM), inactives show at the highest dose activity change, negative = inhibition, actives largely listed as inhibitors | AID 624417; further: potency means the concentration at half of the fitted maximal effect; on the % scale 0 is the no-effect control and ±100 the full control effect; nearly all actives have a fitted effect of over 55% in size
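GLP-1R inverse agonism mode: basal reporter luminescence in engineered HEK293 cells measured after one day of compound exposure at 37 deg C, with a 12 min room-temperature detection step.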
EPAC1 antagonist: antagonists of human EPAC1; O95398; EPAC1 GEF assay, Rap1b-BODIPY-GDP exchange fluorescence; Potency, µM (titrated, usually from 115 µM), without a hit: at the top dose activity change, negative = inhibition, usual class: inhibitors; hit rate 0.14% among 360,000; AID 720709;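 further: potency means the concentration at half of the fitted maximal effect; plate controls were vehicle for no effect and positive control for full effect; nearly all actives have a fitted effect of over 50% in size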
PTHR1 ag: activates the human parathyroid hormone receptor PTHR1 | hit rate 0.075% among 410,000 | AID 743266 | Potency, µM (doses to about 115 µM), for inactives: at the highest dose activation, usual class: activators | HEK293 GP2 PTHR1 cells, GloSensor cAMP luminescence, 1 h; further: potency means the concentration at half of the fitted maximal effect; nearly all actives have a fitted effect of over 55% in size; some results filed as inactive show a strong effect at the top dose; inactives centre near -15; many of its hits are not listed in these tables
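HEK-293-derived GP2 cells expressing PTHR1 and a GloSensor cAMP reporter, 3,000/well, plated overnight, given luciferin plus IBMX (each 0.5 mM as added) for 1 h at 37 °C, then compound for 1 h at 37 °C. Luminescence was read after 15 min at room temperature.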
GLP1R cytotox: cytotoxicity counter-screen for GLP-1 receptor inverse agonists; hit rate 0.13% among 410,000; AID 624418; Potency, µM (top dose mostly 38.3 µM), inactives show top-dose activity change, negative = inhibition, usual class: inhibitors; HEK293 cAMP-luciferase reporter cells, luminescence, 24 h;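 further: loss of luciferase light is scored as toxicity; potency means the concentration at half of the fitted maximal effect; on the % scale 0 is the no-effect control and ±100 the full control effect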
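MLSMR compounds, 24 hr on cells at 37 deg C/5% CO2; luminescence after luciferase reagent (12 min RT). Inhibition counted as the undesired cytotoxic outcome.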
* hit, by the source's call; i = inactive; ? = inconclusive; · = not tested or not shown; [ ] = another dose, or the depositor's remark. Unless noted, the call rests on the fitted dose curve; in most records, active means well fitted curve in the direction sought with a large enough effect; inconclusive means small, poorly fitted or top-dose-only effect, or another doubt; inactive means no such curve, though single readings can be large; an effect the other way counts as inactive or inconclusive. This is a subset (hit frequency here may not be typical).

1) CCCS(=O)(=O)N1CCC(C(=O)NCCc2ccc(C)cc2)CC1
2) CCN(C(=O)c1cc2c(=O)[nH]c3ccc(C)cc3c2s1)c1cccc(C)c1
3) C#CCOCCOCCOCCNc1nc(N2CCN(C(=O)[C@H](Cc3ccc(O)cc3)n3cc([C@@H](N)C(C)CC)nn3)CC2)nc(N2CCN(C(=O)[C@H](CCCCN)n3cc([C@@H](N)CO)nn3)CC2)n1 (some centres not stated)
4) CC(=O)c1ccc(NC2=C(N3CCOCC3)C(=O)c3ccccc3C2=O)cc1
5) Cc1ccc(-c2ccc(C)c(N)c2C)c(C)c1N
6) CC(C)Oc1cccc(C(=O)Nc2ccc(NC(=O)c3ccco3)cc2)c1
7) O=C(CCN1C(=O)c2ccccc2C1=O)Nc1ccc(F)cc1F
8) CCOc1ccccc1C1C2C(=O)N(c3ccccc3)C(=O)C2ON1c1ccccc1 (configuration not stated)

screen / no.,1,2,3,4,5,6,7,8
PLK1 PBD block,-2.8%,3.3%,-5.1%,-16.4%,-9.3%,5.1%,-4.0%,-3.4%
EPAC1 agonist,-3.7%,-3.0%,-8.1%,12.0%,5.1%,-16.1%,-4.8%,3.6%
GLP-1R agonist,-10.1%,7.4%,-4.2%,12.8%,1.1%,-4.0%,-13.0%,-5.6%
PI5P4Ka inh,8.2,3.8,-9.5,·,5.0,-3.9,·,·
IL2 activator,0.1,-4.1,-0.1,-2.0,0.3,0.3,-0.6,-3.3
GLP1R inv ag,-0.6%,-5.4%,16.8%,9.0%,-9.8%,?,0.0%,0.0%
EPAC1 antagonist,2.3%,-4.2%,-7.2%,-2.5%,3.5%,-16.7%,7.4%,0.8%
PTHR1 ag,i,i,-2.1%,-47.3%[inhibitor],-78.3%,-27.9%,-13.5%[57.5 µM],-0.5%[57.5 µM]
GLP1R cytotox,-2.2%,-6.0%,9.8%,?,1.0%,-4.0%,-2.1%,0.3%

Some entries already given, showing only IL2 activator and PTHR1 ag:
| entry | smiles | IL2 activator | PTHR1 ag |
| --- | --- | --- | --- |
| 1 | CCCS(=O)(=O)N1CCC(C(=O)NCCc2ccc(C)cc2)CC1 | 0.1 | i |
| 2 | CCN(C(=O)c1cc2c(=O)[nH]c3ccc(C)cc3c2s1)c1cccc(C)c1 | -4.1 | i |
| 3 | C#CCOCCOCCOCCNc1nc(N2CCN(C(=O)[C@H](Cc3ccc(O)cc3)n3cc([C@@H](N)C(C)CC)nn3)CC2)nc(N2CCN(C(=O)[C@H](CCCCN)n3cc([C@@H](N)CO)nn3)CC2)n1 (some centres not stated) | -0.1 | -2.1% |

(continued)
9) CCCc1nc(C)cc(N2CCN(c3ccccc3)CC2)n1
10) COc1ccc(N(CC(=O)NCCSC2CCCCC2)S(C)(=O)=O)c(OC)c1
11) O=C(NCC(=O)N1CCOCC1)c1ccc(Cl)c(Cl)c1
12) CCC(C)NC(=O)C1CCN(S(=O)(=O)c2ccc(-n3cnnn3)cc2)CC1 (configuration not stated)
13) Cc1ccc(S(=O)(=O)N(Cc2ccc(F)cc2)Cc2ccco2)cc1
14) O=C(c1cccs1)N1CCN(C(=O)C(c2ccccc2)c2ccccc2)CC1
15) O=C(/C=C/c1cccc(F)c1)N1CCN(c2ccccn2)CC1
16) COc1cccc(S(=O)(=O)N(C)C[C@@H]2OCc3cnnn3CCCC(=O)N([C@@H](C)CO)C[C@H]2C)c1

screen / no.,9,10,11,12,13,14,15,16
PLK1 PBD block,-11.7%,-18.4%,2.7%,-1.9%,-8.7%,?,1.1%,-10.5%
EPAC1 agonist,-7.8%,6.2%,-11.2%,-1.2%,21.7%,0.3%,-1.2%,4.4%
GLP-1R agonist,13.3%,7.0%,3.5%,5.0%,8.9%,-4.7%,18.1%,-0.2%
PI5P4Ka inh,2.1,·,2.3,6.4,-4.2,2.9,-2.4,-5.9
IL2 activator,-0.5,-0.8,3.5,1.4,5.4,-0.2,-1.8,-2.4
GLP1R inv ag,?,0.0%,14.6%,18.0%,?,-24.3%,-51.1%,8.2%
EPAC1 antagonist,5.9%,-4.7%,1.2%,-24.5%,-10.1%,-4.8%,9.0%,10.6%
PTHR1 ag,i,i,i,i,-6.9%,i,i,-49.9%
GLP1R cytotox,-17.4%,-4.7%,-5.0%,-15.8%,22.9%,-8.0%,-13.7%,-4.1%

17) C=CC1CN(CC(=O)OC)S(=O)(=O)c2ccccc21 (configuration not stated)
18) Cc1cccc(C)c1NC(=O)C(=O)NCCOc1ccc(Cl)cc1
19) c1csc(CNc2ncnc3ccc(-c4ccc5c(c4)OCCO5)cc23)c1
20) CC(=O)c1cc(NC(=O)c2ccc(C)cc2)c(=O)oc1C
21) CC(C)(C)NC(=O)COC(=O)C1c2ccccc2Oc2ccccc21
22) COc1ccc(CCNC(=O)CN2C(=O)NC(c3ccccc3)(c3ccccc3)C2=O)cc1
23) CC1CCN(c2ccc(NC(=O)c3ccccc3[N+](=O)[O-])cc2)CC1
24) O=C(CSc1nc2ccccc2c(=O)n1-c1ccc(F)cc1)Nc1ccc(N2CCOCC2)cc1

screen / no.,17,18,19,20,21,22,23,24
PLK1 PBD block,3.9%,-6.1%,·,10.6µM*,-2.8%,-13.5%,-3.1%,-3.5%
EPAC1 agonist,-18.1%,1.4%,6.2%,-0.2%,-5.6%,12.6%,3.9%,11.8%
GLP-1R agonist,-1.3%,-9.1%,7.1%,-3.7%,3.3%,-0.2%,5.6%,-1.8%
PI5P4Ka inh,5.0,3.0,·,-8.8,6.6,-5.3,2.3,5.7
IL2 activator,0.9,-2.4,-1.0,-1.9,0.6,-3.0,0.3,0.5
GLP1R inv ag,3.5%,?,·,13.2%,-27.0%,?,2.1%,15.3%
EPAC1 antagonist,-0.5%,1.6%,?,2.9%,-11.8%,-15.5%,7.0%,15.6%
PTHR1 ag,-3.7%,-35.3%[inhibitor],-94.6%[inhibitor],i,i,-28.7%,-28.9%,-6.9%
GLP1R cytotox,8.1%,5.6%,·,-26.9%,-10.2%,14.5%,1.7%,-4.1%

25) CCC(=O)Nc1ccc(N2CCN(Cc3ccccc3)CC2)cc1
26) COc1ccc(NC(=O)c2ccccc2S(=O)c2ccccc2C#N)cc1 (configuration not stated)
27) CCNC(=O)C1(C)CCCN(Cc2ccc(-c3ccccc3)o2)C1 (configuration not stated)
28) CCOC(=O)CC1C(=O)NCCN1S(=O)(=O)c1ccc(Br)cc1 (configuration not stated)
29) COc1ccc(C2CC(c3ccccc3)=NN2c2ccc(Cl)c(C(=O)O)c2)cc1 (configuration not stated)
30) COC(=O)[C@H](CCSC)NC(=O)Nc1ccc(C(C)C)cc1
31) CC(OC(=O)c1ccco1)C(=O)NC1CCCC1 (configuration not stated)
32) O=S(=O)(c1ccccc1)C1(C2CC(c3ccccc3)=NO2)CC(O)C1 (configuration not stated)

screen / no.,25,26,27,28,29,30,31,32
PLK1 PBD block,-20.2%,-12.2%,-3.1%,-9.8%,?,-8.0%,-11.2%,-20.6%
EPAC1 agonist,2.0%,7.6%,-9.2%,13.9%,-6.5%,-2.8%,10.9%,-8.6%
GLP-1R agonist,1.0%,6.8%,7.8%,1.3%,0.6%,0.2%,0.5%,1.0%
PI5P4Ka inh,0.4,8.8,-7.0,1.6,-3.4,·,1.1,4.4
IL2 activator,-0.4,0.3,-0.4,-1.0,-1.4,-1.2,0.9,-2.4
GLP1R inv ag,-11.1%,-2.0%,1.2%,-14.9%,?,0.8%,15.1%,1.5%
EPAC1 antagonist,-9.6%,0.4%,-7.8%,-9.8%,-22.7%,4.1%,-9.2%,-5.3%
PTHR1 ag,-10.9%[57.5 µM],i,i,i,-29.0%,-3.9%[57.5 µM],i,i
GLP1R cytotox,17.4%,-4.4%,1.5%,9.2%,·,-20.1%,-4.0%,?

33) CN(CC(=O)N(CCO)Cc1ccccc1)S(=O)(=O)c1ccc2c(c1)c(=O)n(C)c(=O)n2C
34) O=C(CSc1nnc(-c2ccccn2)o1)Nc1cccc(Cl)c1
35) Cc1ccc(NC(=O)C(=O)NCCCN2CC(C(=O)O)CC2=O)cc1 (configuration not stated)
36) Cc1ccsc1/C=C/C1=Cc2c(sc(NC(=O)CSc3n[nH]c(N)n3)c2C#N)C(C)(C)C1
37) Cc1nc(C)c(-c2nnc(-c3cccc(S(=O)(=O)N(C)C)c3)o2)cc1C(=O)NN
38) COc1ccccc1/C=N/NC(=O)c1ccc(NC(=O)c2ccccc2Br)cc1
39) CCOC(=O)c1cc2occc2n1CCCN1C(=O)c2ccccc2C1=O
40) COc1cccc(CN2CC(C(=O)NCc3ccc(C)o3)CCC2=O)c1 (configuration not stated)
41) CCCCC(=O)NC(N1CCCCC1)C(Cl)(Cl)Cl (configuration not stated)
42) CCc1ccc(N2CC(C(=O)Nc3ccc4c(c3)OCO4)CC2=O)cc1 (configuration not stated)

screen / no.,33,34,35,36,37,38,39,40,41,42
PLK1 PBD block,-5.9%,6.7%,4.9%,-27.4%,-11.0%,5.1%,-1.5%,-2.1%,-9.6%,0.1%
EPAC1 agonist,11.6%,-1.2%,4.7%,0.1%,3.2%,0.5%,15.9%,-11.2%,3.7%,2.3%
GLP-1R agonist,-0.2%,0.1%,0.7%,-0.1%,7.7%,1.1%,12.6%,0.5%,10.5%,-5.4%
PI5P4Ka inh,15.0,0.2,2.7,·,0.1,-7.8,·,-0.7,-0.5,-8.9
IL2 activator,0.1,1.1,0.5,-0.1,-2.1,-2.5,0.6,-1.9,0.2,1.3
GLP1R inv ag,0.5%,21.0%,2.4%,0.0%,9.9%,-5.6%,3.2%,19.1%,0.5%,-13.6%
EPAC1 antagonist,2.4%,-6.1%,-18.9%,-1.5%,-5.5%,10.9%,1.2%,-12.6%,-2.6%,-6.5%
PTHR1 ag,-2.2%,i,i,-23.3%,-17.3%,-17.8%,i,i,i,-41.0%[inhibitor]
GLP1R cytotox,-20.7%,9.5%,-0.4%,9.1%,-1.4%,-7.6%,-4.0%,26.5%,-8.6%,-4.8%
